AMA1-RON2 inh = inhibitors of Plasmodium falciparum AMA1-RON2 interaction. Potency, µM (doses to about 58.2 µM), for inactives: top-dose activity change, negative = inhibition, hits mostly inhibitors. 360,000 tested, 0.2% active. AlphaScreen AMA1-biotinylated RON2 peptide binding;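 note: potency is the fitted concentration of half-maximal effect; 0% = vehicle wells and -100% = peptide control; nearly all actives have a fitted effect of over 45% in size; some results filed as inactive show a strong effect at the top dose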
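AMA1 (3D7) with his tag at 25 nM final met compounds first, then biotinylated RON2 peptide at 25 nM; detection used donor plus acceptor beads, 10 µg/mL apiece, read by AlphaScreen after 30 min at room temperature.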
Shiga toxin inh = inhibitors of Shiga toxin in Vero cells. Vero cells, Shiga toxin protein synthesis inhibition reporter. inhibition, % at 38.7 µM. 290,000 tested, 9.2% active. AID 2315; in the data active = inhibition mostly above about 28%, no sharp cut-off; inactive = mostly below about 43%; note: 0% is about no effect
Giardia FBPA inh = inhibitors of Giardia lamblia fructose-1,6-bisphosphate aldolase; A8B2U2; purified Giardia FBPA; Potency, µM (series often up to 59.6 µM), without a hit: at the top dose activity, negative = inhibition, most hits filed as inhibitors; 290,000 tested, 0.71% active; note: potency is the fitted concentration of half-maximal effect; % is set by controls: 0 for no effect and ±100 for the full control effect; nearly all actives have a fitted effect of over 55% in size
Target sequence (A8B2U2 whole entry, looked up): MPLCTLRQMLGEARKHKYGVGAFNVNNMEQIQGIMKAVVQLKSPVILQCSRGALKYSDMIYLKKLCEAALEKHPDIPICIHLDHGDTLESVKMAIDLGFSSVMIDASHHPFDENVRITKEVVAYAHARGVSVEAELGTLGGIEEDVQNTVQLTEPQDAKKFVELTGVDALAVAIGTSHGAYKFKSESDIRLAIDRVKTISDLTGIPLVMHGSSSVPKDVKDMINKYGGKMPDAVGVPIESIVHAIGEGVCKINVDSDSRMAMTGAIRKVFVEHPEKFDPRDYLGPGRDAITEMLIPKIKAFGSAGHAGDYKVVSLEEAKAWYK
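40 nM FBPA preincubated 10 min at RT with compound (up to 57.5 uM final), then substrate plus GAPDH/TPI/NAD/arsenate coupling and diaphorase/resazurin added. Fluorescence read after 20 min at RT, 525/598 nm.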
AmpC no deterg = AmpC beta-lactamase inhibition without detergent; P00811; AmpC nitrocefin hydrolysis, absorbance 480 nm, 0.0001% Triton; Potency, µM (series often up to 57.1 µM), for inactives: at the highest dose activity change, negative = inhibition, most hits filed as inhibitors; 330,000 tested, 0.52% active; AID 485341;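 note: potency is the fitted concentration of half-maximal effect; plate controls were no compound for no effect and no enzyme for full effect; nearly all actives have a fitted effect of over 20% in size; some results filed as inactive show a strong effect at the top dose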
Target sequence (P00811 whole entry, looked up): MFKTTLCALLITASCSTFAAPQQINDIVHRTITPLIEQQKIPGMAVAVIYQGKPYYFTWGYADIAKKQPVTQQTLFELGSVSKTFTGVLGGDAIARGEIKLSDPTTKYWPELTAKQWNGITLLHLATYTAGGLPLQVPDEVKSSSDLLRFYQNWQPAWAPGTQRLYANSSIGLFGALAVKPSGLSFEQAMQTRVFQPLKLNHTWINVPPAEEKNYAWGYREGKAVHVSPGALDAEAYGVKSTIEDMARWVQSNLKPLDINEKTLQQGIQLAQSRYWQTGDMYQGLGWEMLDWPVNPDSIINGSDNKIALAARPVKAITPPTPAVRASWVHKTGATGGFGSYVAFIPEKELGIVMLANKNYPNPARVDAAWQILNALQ
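AmpC (5.3 nM in the dispensed reagent) in 20 mM phosphate pH 7.0 with 0.01% (detergent screen) or 0.0001% Triton X-100 was preincubated with compounds for 15 min at room temperature. Nitrocefin was then added from an 800 uM solution, and hydrolysis was followed at 480 nm.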
AmpC detergent = blocks E. coli AmpC beta-lactamase in detergent assay; P00811; AmpC hydrolysis of nitrocefin, absorbance 480 nm, 0.01% Triton; Potency, µM (top dose mostly 114 µM), without a hit: at the highest dose activity change, negative = inhibition, most hits filed as inhibitors; 370,000 tested, 0.041% active; AID 485294;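 note: potency is the fitted concentration of half-maximal effect; 0% = no-compound wells and -100% = no-enzyme wells; nearly all actives have a fitted effect of over 25% in size; some results filed as inactive show a strong effect at the top dose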
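AmpC (5.3 nM in the dispensed reagent) in 20 mM phosphate pH 7.0 with 0.01% (detergent screen) or 0.0001% Triton X-100 was preincubated with compounds for 15 min at room temperature. Nitrocefin was then added from an 800 uM solution, and hydrolysis was followed at 480 nm.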
HCMV inh = blocks human cytomegalovirus replication; HFF cells, HCMV-luciferase reporter, 72 h; stronger effect = lower value; activity change, negative = inhibition, % at 57.5 µM; 410,000 tested, 4.5% active; AID 1259415; in the data active = activity change below about -60%; inconclusive = no clear call, values can overlap the other calls; inactive = above about -39%; note: % is set by controls: 0 for no effect and ±100 for the full control effect
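Steps: HFFs plated, 16 h 37C; compounds added; HCMV-luciferase added to MOI 1 PFU/cell; 72 h 37C; OneGlo reagent, 5 min room temperature; luminescence read, normalized to controls.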
Cycloheximide cs = affects cycloheximide protein synthesis inhibition readout, counter-screen; 300,000 tested, 12% active; cell reporter, cycloheximide protein synthesis inhibition counterscreen; AID 2314; max response, %; in the data active = max response mostly above about 13%, no sharp cut-off; inactive = mostly below about 14%; note: read at 38.3 µM for the half of the compounds with a filed dose; 0% is about no effect
* = called active by the depositor; ? = inconclusive; / = not tested or not shown; + = active, no number; & = joins results of further samples; [ ] = another dose, or the depositor's remark. Unless noted, calls come from the whole dose curve; as a rule, active = well fitted curve in the direction sought with a large enough effect; inconclusive = small, poorly fitted or top-dose-only effect, or another doubt; inactive = no such curve, though single readings can be large; an effect the other way counts as inactive or inconclusive.

A first look (2 entries):
SMILES	AMA1-RON2 inh	Shiga toxin inh	Giardia FBPA inh	AmpC no deterg	AmpC detergent	HCMV inh	Cycloheximide cs
CCn1c(=O)c(C(=O)Nc2nc3ccccc3[nH]2)c(O)c2ccccc21	25.2%	-5.8	-2.5%	53.6%	0.0%	-8.4	-1.3
Cc1ccc(-c2nc(-c3ccccn3)no2)cc1Cl	17.5%	4.6	-18.5%	29.3%	-4.6%	-64.1*	-0.6

This part in full, from the start:
SMILES	AMA1-RON2 inh	Shiga toxin inh	Giardia FBPA inh	AmpC no deterg	AmpC detergent	HCMV inh	Cycloheximide cs
CCn1c(=O)c(C(=O)Nc2nc3ccccc3[nH]2)c(O)c2ccccc21	25.2%	-5.8	-2.5%	53.6%	0.0%	-8.4	-1.3
Cc1ccc(-c2nc(-c3ccccn3)no2)cc1Cl	17.5%	4.6	-18.5%	29.3%	-4.6%	-64.1*	-0.6
COc1ccc(CCNC(=O)CSc2nc3c(c(=O)n(C)c(=O)n3C)n2C(C)C)cc1OC	-1.6%	-2.2	-1.7%	23.7%	-7.2%	-8.3	1.1
COc1cc(OC)cc(C(=O)NC2CCCCCCC2)c1	15.3%	35.8	-11.1%	-8.3%	1.4%	-13.8	9.8
c1cc2nnnn2nc1N1CCCCCC1	4.4%	9.4	8.8%	-8.6%	-3.7%	-19.2	1.2
O=C(CSC1=NCCS1)NC(NC(=O)CSC1=NCCS1)c1ccccc1	3.2%	-5.9	1.1%	-25.8%	2.1%	?	5.1
O=C(/C=C/c1ccc2c(c1)OCO2)c1ccccn1	0.0%	97.0*	?	-30.7%	-6.6%	7.4	71.7*
CC(Cc1ccco1)NC(=O)c1cccc(S(=O)(=O)N(C)C)c1 (stereo not drawn)	-2.1%	66.8*	8.5%	1.4%	3.7%	15.1	30.3*
CCOCCCNC(=O)C1CCN(Cc2cccc(OCc3ccccc3)c2)CC1	-21.8%	0.6	?	73.0%[activator]	0.6%	2.9	7.2
CCOc1ccc(NC(=S)NNC(=O)c2ccc(Br)cc2)cc1	31.3%[activator]	-5.5	21.5%	-55.3%	-2.7%	-36.7	3.5
O=C(c1cccs1)N(Cc1cc2ccccc2[nH]c1=O)c1ccccc1	-5.5%	1.2	5.7%	-8.8%	?	-26.7	3.6
COc1ccc(-n2nc(C(=O)NCC(=O)N3CCN(c4ccccc4F)CC3)c3ccccc3c2=O)cc1OC	-4.2%	22.1	/	24.4%	3.7%	31.6	24.6*
CS(=O)(=O)Nc1ccc(C2=NN(S(C)(=O)=O)C(c3cccs3)C2)cc1 (stereo not drawn)	-9.0%	63.1*	-1.8%	-12.2%	4.1%	11.1	33.7*
CCn1cc(C(=O)N[C@@H](CCSC)C(=O)NCCCn2ccnc2)c(=O)c2cc3c(cc21)OCO3	23.8%	-3.5	/	35.1%	-3.0%	-26.3	-6.9
COc1ccc(N(CC(=O)Nc2c(C)cccc2C)S(=O)(=O)c2ccccc2[N+](=O)[O-])c(OC)c1	8.4%	22.7	0.0%	37.9%	-2.3%	-13.7	5.9
CCOc1ccc2cc(C#N)c(=O)oc2c1	/	-14.9&-8.7	5.8%&5.2%	/	/	/	-6.4&-0.8
COc1ccccc1S(=O)Cc1ccc(C(=O)NCc2ccccc2Cl)o1 (stereo not drawn)	-4.0%	-6.0	2.4%	0.8%	-7.3%	?	-2.8
N#Cc1ccc(C(=O)N/N=C/c2cn(CC(=O)O)c3ccccc23)c(F)c1	7.7%	-10.3	6.7%	-18.6%	?	26.3	3.2
CN(C)CC(=O)c1ccc(-c2ccccc2)cc1	-7.8%	99.3	-3.2%	-8.9%	-9.4%	-3.7	23.7*
O=C(Cn1c(=O)oc2ccccc21)Nc1ccc(F)cc1	0.5%	/	-9.9%	-13.7%	-14.7%	25.0	1.9
Cc1ccccc1NC(=O)Cc1nc(COC(=O)CC(C)c2ccccc2)cs1 (stereo not drawn)	-11.7%	/	/	-3.7%	?	-21.4	/
Cc1n[nH]c(=O)nc1N1CCc2ccccc2C1	2.2%	-21.9	2.9%	/	-10.8%	-14.8	1.8
COC(=O)c1sc(N2C(=O)c3oc4ccccc4c(=O)c3C2c2cccc(O)c2)nc1C (stereo not drawn)	-6.3%	-2.3	-10.9%	-36.0%	-2.6%	24.0	-1.6
Cc1cc2nc(-c3cccc(NC(=O)c4ccc(Br)o4)c3)oc2cc1C	-2.1%	80.2	1.7%	-11.4%	0.0%	-5.6	41.1*
COc1cc(OC)cc(C(=O)Nc2cccc3cccnc23)c1	9.1%	-5.2	10.4%	-16.5%	?	-3.5	-1.8
Cc1occc1-c1nnc(SCC(=O)Nc2ccccc2)n1C	12.4%	24.7	0.1%	-3.3%	1.2%	?	5.2
CCCCC/C(=N/O)c1c(C)[nH]c2ccccc12	-14.6%	3.0	-7.0%	-15.2%	5.1%	-23.3	-1.3
COc1ccc(CC(=O)N/N=C(/C)CC(=O)N(C)c2ccccc2)cc1	31.4%[activator]	34.6	/	-18.0%	0.2%	-20.0	8.4
C=CCN1C(=O)/C(=C/c2ccc(O)c(OC)c2)S/C1=N/c1nccs1	-11.5%	-9.4	2.9%	-29.9%	-8.8%	-6.2	-4.2
CC(C)CC(=O)c1c[nH]c(C(=O)NCc2ccccc2)c1	10.1%	-10.0	4.4%	-10.4%	-10.5%	-29.2	-3.4
CN(C(=O)COC(=O)c1ccc([N+](=O)[O-])cc1N)c1ccccc1	-13.5%	-5.4	4.3%	-13.5%	5.2%	55.1	1.4
O=C(Cc1c(F)cccc1Cl)N1CCN(S(=O)(=O)c2cccs2)CC1	9.8%	/	/	-12.4%	2.1%	79.5	/
Cc1cc(-n2cc(Br)c(=O)[nH]c2=O)nc(-c2ccccc2)n1	-4.0%	-5.2	10.0%	-15.1%	2.9%	-2.0	-4.1
C/C(CC(=O)Nc1ccccn1)=N\NC(=O)C(=O)Nc1cccc(Cl)c1C	-2.0%	-8.5	4.0%	-34.0%	-14.5%	38.6	4.9
COc1ccc(CN(C)CC(=O)NC2CCCc3ccccc32)cc1OC (stereo not drawn)	16.9%	-14.1	10.3%	44.1%	2.9%	46.5	3.6
CC(C)CSc1nsc(N)n1	3.0%	49.6	5.5%	-17.7%	0.5%	112.7	31.3
Cn1c(=O)c2cc(S(=O)(=O)NCCC(=O)Nc3ccccc3F)ccc2n(C)c1=O	-4.7%	-13.8	0.3%	-25.0%	?	-6.2	-2.2
CC1CCCCN1S(=O)(=O)c1ccc2c(c1)oc(=O)n2CC(=O)O (stereo not drawn)	0.0%	-21.0	11.3%	-1.5%	0.5%	53.8	-0.7
COc1ccc(C(=S)NC2CCCCC2)cc1	-2.7%	27.0	0.0%	-8.8%	2.2%	15.9	20.0*
COC(=O)[C@H](C)NC(=O)/C=C/c1ccc(OC)cc1	-9.8%	-9.9	-7.1%	-12.9%	-1.8%	11.1	1.3
O=C1OCCN1/N=C/c1ccc([N+](=O)[O-])o1	12.5%	14.0	-10.2%&-11.9%	-18.5%	-13.3%	-39.2	-1.8
CCCN1CCN(S(=O)(=O)c2ccc3c(c2)CC(C)N3C(=O)C2CC2)CC1 (stereo not drawn)	8.4%	-4.5	7.1%	32.0%	1.3%	24.0	17.4
Cc1cccc(C)c1OCC(O)Cn1nnc2ccccc21 (stereo not drawn)	3.3%	7.0	-0.2%	-20.0%	-13.4%	-1.4	15.9*
Cc1cccc(C2=N[C@@H](CC(C)C)CO2)c1	/	+	-6.1%[136 µM]	/	/	/	33.5*
O=C(c1cc([N+](=O)[O-])ccc1N1CCCC1)N1CCCCC1	3.9%	-3.9	5.2%	-1.4%	8.5%	-28.8	-1.7
O=C(CSc1nnc(-c2cccnc2)n1-c1ccccc1)Nc1ccccn1	-14.0%	25.3	0.2%	-34.0%	-7.6%	38.4	-1.0
CCC(C)c1ccc(O)c(NC(=O)c2ncn[nH]2)c1 (stereo not drawn)	15.2%	12.9	?	-31.0%	-11.2%	-19.0	-1.5
COCCn1c(SCC#N)nnc1-c1ccc2c(c1)OCO2	1.3%	22.0	0.5%	-6.0%	-6.9%	52.1	4.1
O=C(NCc1ccccc1)N1CCN(c2ccccc2)CC1	2.6%	3.1	6.4%	-6.6%	6.1%	-9.0	6.2
COc1cccc(CNc2ccc3[nH]c(=O)[nH]c3c2)c1OCc1ccccc1	?	4.9	7.5%	-15.6%	-12.3%	/	-2.7
O=C(O)CCNc1nc(C(F)(F)F)nc2ccccc12	5.1%	-6.2	5.0%	-4.2%[2.29 µM]	-6.6%	-25.5	-1.4
Cc1cc([N+](=O)[O-])nn1Cc1ccc(C(=O)N/N=C/c2ccc(O)cc2O)cc1	51.6%[activator]	-1.8	-18.9%	-27.2%	?	?	-4.9
O=C(NCc1ccco1)C1CC(=O)N(c2ccc(O)cc2)C1 (stereo not drawn)	-4.5%	-2.5	4.6%	-14.3%	3.3%	-4.8	-2.7
Nc1c(C(=O)N/N=C/c2ccc(F)cc2)oc2nc(-c3ccccc3)cc(-c3ccco3)c12	55.7%[activator]	0.9	-2.3%	-29.5%	0.2%	0.0	5.9
O=c1[nH]c(=S)c2c(n1-c1ccccc1)CCC2	0.3%	-5.8	-14.8%	-18.6%	?	51.9	4.3
O=c1c2ccccc2nnn1CSc1nnc(-c2ccc3c(c2)OCO3)o1	5.0%	25.5	9.2%	-11.9%	?	100.0	26.5
Cc1cc(C)n2nc(-c3ccccc3)cc2n1	-0.1%	77.1*	-7.8%	7.7%	-6.1%	167.3	57.2*
O=C(NCCCn1ccnc1)c1ccc(NS(=O)(=O)c2ccc(Cl)c(Cl)c2)cc1	-17.2%	/	/	-24.9%	?	-23.3	/
CCn1cc(C(=O)NCCc2ccccc2C)c(=O)c2ccc(C)nc21	7.6%	20.6	-0.9%	-18.9%	-1.4%	-15.5	-2.4
O=C(O[C@H]1[C@H](Cc2ccccc2)NS(=O)(=O)[C@H]2C[C@@H]3C=C[C@]12O3)c1ccc([N+](=O)[O-])cc1	8.3%	/	/	-15.7%	6.2%	25.2	/
O=C(Nc1ccc(CN2CCCCC2)cc1)c1sc2ccccc2c1Cl	-1.6%	36.7	-4.8%	-7.3%	1.9%	19.1	22.7*
O=C1CC(N(CCc2ccccc2)C(=S)Nc2cc(Cl)ccc2Cl)C(=O)N1c1c(Cl)cccc1Cl (stereo not drawn)	0.0%	-3.5	-4.6%	-35.5%	-2.7%	-24.8	-1.4
COc1ccc(/C=C/C(=O)OCC(=O)c2ccccc2F)cc1	18.9%	/	/	-38.9%	/	15.7	/
